# STK33 kinase inh – inhibitors of purified STK33 kinase, primary screen, biochemical, ADP-Glo luminescence, homogeneous, cell-free; inhibition, % at 10 µM; MBP phosphorylation; Serine/threonine-protein kinase 33 (Homo sapiens), Q9BYT3; 0.073% of 320,000 active;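 active means inhibition at or above 25%, using the most active replicate where run in duplicate; inactive means inhibition below 25%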
# Target sequence (Q9BYT3 whole entry, looked up): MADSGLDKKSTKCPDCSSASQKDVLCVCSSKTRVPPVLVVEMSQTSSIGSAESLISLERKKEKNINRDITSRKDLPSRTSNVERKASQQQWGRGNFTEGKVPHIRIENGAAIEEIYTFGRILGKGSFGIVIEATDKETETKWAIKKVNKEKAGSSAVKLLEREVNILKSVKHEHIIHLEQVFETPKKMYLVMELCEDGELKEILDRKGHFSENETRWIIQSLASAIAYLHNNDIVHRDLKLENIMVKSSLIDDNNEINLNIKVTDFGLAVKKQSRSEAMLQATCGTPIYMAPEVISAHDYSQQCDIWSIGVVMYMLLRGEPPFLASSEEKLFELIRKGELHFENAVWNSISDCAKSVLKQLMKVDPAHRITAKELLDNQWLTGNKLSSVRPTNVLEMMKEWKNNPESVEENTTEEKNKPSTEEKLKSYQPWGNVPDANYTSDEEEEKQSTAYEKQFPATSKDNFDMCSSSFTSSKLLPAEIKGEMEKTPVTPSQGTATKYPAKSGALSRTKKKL
# OX1R FRET antag – antagonists of human orexin 1 receptor (OX1R). 1.8% of 330,000 active. OX1R-expressing cells, FRET antagonist read-out. inhibition, % at 6.6 µM; in the data active means inhibition mostly above about 38%, no sharp cut-off; inactive means mostly below about 40%;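 further: 0% = agonist challenge alone and 100% = reference antagonist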
# Target sequence (O43613 whole entry, looked up): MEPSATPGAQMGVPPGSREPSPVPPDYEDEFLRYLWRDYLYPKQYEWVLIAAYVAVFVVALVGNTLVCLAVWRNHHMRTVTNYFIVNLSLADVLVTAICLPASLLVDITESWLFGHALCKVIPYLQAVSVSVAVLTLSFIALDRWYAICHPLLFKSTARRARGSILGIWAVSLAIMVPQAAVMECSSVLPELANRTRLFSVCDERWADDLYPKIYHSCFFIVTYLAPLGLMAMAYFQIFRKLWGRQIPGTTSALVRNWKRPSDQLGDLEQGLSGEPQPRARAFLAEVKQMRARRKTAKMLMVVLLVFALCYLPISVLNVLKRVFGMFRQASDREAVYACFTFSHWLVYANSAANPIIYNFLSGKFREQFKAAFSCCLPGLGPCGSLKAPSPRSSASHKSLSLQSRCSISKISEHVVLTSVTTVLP
# An asterisk follows results filed as active; · = no result given.
STK33 kinase inh	OX1R FRET antag	SMILES
-0.2	-8.0	CCS(=O)(=O)N1Cc2ccccc2CC1C(=O)Nc1cccc(S(=O)(=O)N(C)C)c1 (stereo not drawn)
-0.3	18.1	COc1ccc(/C=N/NC(=O)C2C(=O)NCC2c2ccccc2)c(OC)c1 (stereo not drawn)
1.1	29.2	CCOC(=O)C1CCN(C(=O)c2cc3c(=O)n4cccc(C)c4nc3s2)CC1
-1.8	3.5	O=C(Nn1c(C2CCCCC2)nc2ccccc2c1=O)c1ccc([N+](=O)[O-])cc1
-0.5	22.6	Fc1ccc(-c2nnc(CSc3nnc4ccccn34)o2)cc1
0.8	6.3	CN(C)CCNc1oc(COc2ccc(-c3ccccc3)cc2)nc1C#N
-1.2	7.3	CC(NC(=O)C1CCCN(C(=O)c2ccc(Cl)cc2)C1)c1cccc(C(F)(F)F)c1 (stereo not drawn)
0.5	6.8	Cc1c(NC(=O)c2cc(C3CC3)on2)c(=O)n(-c2ccccc2)n1C
0.8	3.2	CC(Oc1ccc(C(C)(C)C)cc1)c1ccnc2nc(/N=C/N(C)C)nn12 (stereo not drawn)
0.3	2.3	COc1ccc(C2=CC(=O)C[C@H](c3ccc(F)cc3)C2)cc1F
-1.1	20.1	COc1cc(C)nc(SCC(N)=O)n1
-1.4	21.6	Cc1cc(Cl)c2oc(C(=O)N(C)CCCCN3CCOCC3)c(C)c2c1
-0.7	11.2	O=c1[nH]cnc(O)c1C(c1ccc(Br)cc1)c1c(O)nc[nH]c1=O
-0.8	18.9	COc1ccc(-c2ccc(C#N)c(SCC(=O)Nc3sc4c(c3C#N)CCC4)n2)cc1OC
0.4	47.1	O=C(c1cc([N+](=O)[O-])cc([N+](=O)[O-])c1)N1CCCc2ccccc21
-1.7	13.1	CCCCn1c(N)c(N(CC(C)C)C(=O)C2CCCO2)c(=O)[nH]c1=O (stereo not drawn)
-0.4	15.9	O=C1CC(c2ccccc2)Cc2nc(NC3CC3)ncc21 (stereo not drawn)
-3.2	·	O=C(O)c1cc(N/N=C/c2ccc(-c3ccccc3)cc2)ccc1Cl
-0.5	1.7	CC(=O)Nc1ccc(S(=O)(=O)N2CCOCC2)cc1
-0.9	29.9	COc1ccc(-c2ccc(CCC(=O)O)n2-c2ccccc2OC)cc1
-0.6	-11.6	C=CCc1ccc(OCc2ccc(C(=O)Nc3ccc(NC(C)=O)cc3)o2)c(OC)c1
-1.6	20.2	O=C(NCC1CCCO1)c1cccc2c1C(=O)c1ccc(N3CCC(Cc4ccccc4)CC3)cc1S2(=O)=O (stereo not drawn)
1.6	12.3	CC(C)N(Cc1nc(-c2ccc3c(c2)OCO3)no1)Cc1nccn1C
-0.4	-5.0	CC1(C)CC(NC(=S)NC(=O)c2cc(Br)ccc2Cl)CC(C)(C)N1
-0.9	6.5	CCOC(=O)C1=C(C)NC(C)=C(C(=O)OCC)C1C(=O)OCC(=O)c1ccc2c(c1)OCCO2
-1.0	27.3	O=C(N/N=C/c1ccc(Br)s1)c1ccccn1
0.4	5.0	Cc1ccc(/C=C2\CCOC2=O)cc1
-0.3	9.5	CCC1=NN=C(c2ccc(F)cc2)C(c2c[nH]c3ccccc23)N1O (stereo not drawn)
-1.4	5.0	COCCNC(=O)C1CC(c2ccc(F)cc2)=NO1 (stereo not drawn)
-0.1	6.8	CCN(CC(=O)NCc1cccs1)c1ccc(S(=O)(=O)N2CCN(C)CC2)cn1

# Part of the list above, with two lines to a compound:
# Screens in order: STK33 kinase inh	OX1R FRET antag
- O=c1[nH]cnc(O)c1C(c1ccc(Br)cc1)c1c(O)nc[nH]c1=O
    -0.7	11.2
- COc1ccc(-c2ccc(C#N)c(SCC(=O)Nc3sc4c(c3C#N)CCC4)n2)cc1OC
    -0.8	18.9
- O=C(c1cc([N+](=O)[O-])cc([N+](=O)[O-])c1)N1CCCc2ccccc21
    0.4	47.1
- CCCCn1c(N)c(N(CC(C)C)C(=O)C2CCCO2)c(=O)[nH]c1=O (stereo not drawn)
    -1.7	13.1
- O=C1CC(c2ccccc2)Cc2nc(NC3CC3)ncc21 (stereo not drawn)
    -0.4	15.9
- O=C(O)c1cc(N/N=C/c2ccc(-c3ccccc3)cc2)ccc1Cl
    -3.2	·
- CC(=O)Nc1ccc(S(=O)(=O)N2CCOCC2)cc1
    -0.5	1.7
- COc1ccc(-c2ccc(CCC(=O)O)n2-c2ccccc2OC)cc1
    -0.9	29.9
- C=CCc1ccc(OCc2ccc(C(=O)Nc3ccc(NC(C)=O)cc3)o2)c(OC)c1
    -0.6	-11.6
- O=C(NCC1CCCO1)c1cccc2c1C(=O)c1ccc(N3CCC(Cc4ccccc4)CC3)cc1S2(=O)=O (stereo not drawn)
    -1.6	20.2
- CC(C)N(Cc1nc(-c2ccc3c(c2)OCO3)no1)Cc1nccn1C
    1.6	12.3
- CC1(C)CC(NC(=S)NC(=O)c2cc(Br)ccc2Cl)CC(C)(C)N1
    -0.4	-5.0
- CCOC(=O)C1=C(C)NC(C)=C(C(=O)OCC)C1C(=O)OCC(=O)c1ccc2c(c1)OCCO2
    -0.9	6.5
- O=C(N/N=C/c1ccc(Br)s1)c1ccccn1
    -1.0	27.3
- Cc1ccc(/C=C2\CCOC2=O)cc1
    0.4	5.0

# (continued)
STK33 kinase inh	OX1R FRET antag	SMILES
-0.7	26.3	Cc1noc(C)c1CC(=O)NC1CC(C)(C)Cc2c1cnn2-c1ccccc1 (stereo not drawn)
0.3	14.7	O=C(O)CCC(=O)N1N=C(c2c(-c3ccccc3)c3cc(Cl)ccc3[nH]c2=O)CC1c1ccco1 (stereo not drawn)
-0.1	5.3	O=C(CCn1c(=O)oc2ccccc21)N1CCCCCC1
0.6	31.5	CS(=O)(=O)N(CC(=O)Nc1ccc(F)cc1F)c1cccc([N+](=O)[O-])c1
-0.3	14.9	Cc1cccc(OCC(=O)Nc2ccc3oc(=O)ccc3c2)c1C
-3.3	9.0	Cc1cccc(NS(=O)(=O)c2cc(C(=O)N3CCc4ccccc4C3)ccc2Cl)c1C
5.1	46.7	N#C/C(=N\Nc1cccc(C(F)(F)F)c1)C(=O)c1csc(-c2cccnc2)n1
5.2	·	Nc1ccc2nc(CCCCc3nc4ccccc4[nH]3)[nH]c2c1
-2.2	17.1	O=C(NNC(=O)c1cccs1)c1ccc(F)cc1
-0.5	23.7	O=C(NCc1ccccc1)N1CCC(CO)(CCc2ccccc2)CC1
1.3	-14.0	O=C(CCc1ccccc1)Nc1nc2ccc(S(=O)(=O)N3CCOCC3)cc2s1
0.2	11.0	CC(=O)Nc1ccc(Nc2nnc(-c3ccc(O)cc3)c3ccccc23)cc1
0.1	41.2*	O=c1c2ccccc2nc2c3ccccc3cnn12
-0.3	7.3	Cc1ccc(S(=O)(=O)N2CCN(C(=O)C3CSC4(C)CCC(=O)N34)CC2)cc1C (stereo not drawn)
-0.9	14.8	COCCn1c(C)cc(/C=C2/SC(=O)N(CC(=O)N3CCCC3)C2=O)c1C
1.7	10.9	CCOC(=O)c1ccc(S(=O)(=O)N2CCN(CCC#N)CC2)cc1
-0.9	11.9	CCSC1=NCCN1C(=O)c1ccc(S(=O)(=O)N(CC)CC)cc1
-0.4	3.0	COc1cc(NS(=O)(=O)c2ccc3[nH]c(=O)oc3c2)cc(OC)c1
-1.9	17.4	CN(CC(=O)Nc1cccc(F)c1)CC(=O)Nc1ccccc1-c1ccccc1
-1.1	6.7	NS(=O)(=O)c1ccc(NC(NC(=O)c2cccnc2)C(Cl)(Cl)Cl)cc1 (stereo not drawn)
-0.8	-3.5	Cc1cc(C)c2c(CN3CCCCC3C)cc(=O)oc2c1 (stereo not drawn)
0.4	4.8	COc1ccc(NC(=O)CN(C)C(=O)Cc2ccc3c(c2)OCCO3)cc1
0.6	24.9	O=C(NC1=NCCS1)[C@H](Cc1ccccc1)N1C(=O)c2ccccc2C1=O
-0.8	9.4	CCC1CCCCN1C(=O)Cn1c(C(=O)OC)cc2ccsc21 (stereo not drawn)
-1.7	26.7	Cc1cc(C)c(C)c(S(=O)(=O)Nc2ccccc2C(=O)NCCCN2CCOCC2)c1C
-1.9	0.5	O=S(=O)(NC1CCCCC1N1CCCCC1)c1ccccc1 (stereo not drawn)
-0.1	28.0	CCCCCCc1ccc(N2C[C@H](Cc3ccccc3)[C@@H](CC(=O)Nc3ccccc3)C2=O)cc1
-2.5	7.1	Cn1nc(C(=O)NCCc2ccc(Cl)cc2)c2c1-c1ccccc1S(=O)(=O)C2
-0.3	9.8	O=C(Cn1c(NCCO)nc2ccccc21)c1ccco1
-1.4	14.7	COc1cc(C2C(C#N)=C(C)NC3=C2C(=O)c2ccccc23)cc(OC)c1OC (stereo not drawn)
-0.3	11.6	CN1CCCCc2c1nc1ccccc1c2N (tested in a mixture with another compound)
0.6	15.2	COC(=O)Cc1cc(OC)c(OC)cc1S(=O)(=O)N(C)C
-0.4	12.9	O=C(Nc1ccc(F)cc1)C1CCCN(S(=O)(=O)c2ccc3[nH]c(=O)ccc3c2)C1 (stereo not drawn)
·	2.2	O=C1OCCN1C(=O)[C@H]1[C@H](c2ccc([N+](=O)[O-])cc2)C(c2ccc(F)cc2)=NN1c1ccccc1
-2.2	7.0	CC(C)c1ccc(-c2nnn(CC(=O)N3CCCCC3)n2)cc1
0.6	19.7	COc1cccc(NC(=O)CC(c2ccc(OC(C)C)cc2)c2ccccc2OC)c1 (stereo not drawn)
-0.1	7.8	O=S(=O)(c1cc(Cl)ccc1Br)N1CCCCC1
-0.6	2.6	CCn1c(CCC(=O)O)nc2cc(S(=O)(=O)N(C)C)ccc21
0.0	6.9	COc1ccccc1C1CC(=O)n2c(nc(-c3ccccc3)c2-c2ccccc2)S1 (stereo not drawn)
1.3	7.7	CC1CCCC(NC(=O)c2cc(S(=O)(=O)N3CCCCC3)ccc2Cl)C1C (stereo not drawn)
-1.2	10.9	Cc1occc1C(=O)NNC(=O)c1nn(C)c(=O)c2ccccc12
0.1	24.0	COC(=O)C1=C(C)N=C2SC(C#N)=C(N)N2C1c1ccc(OCc2ccccc2)cc1 (stereo not drawn)
0.5	17.5	Cc1cccnc1N(C(=O)Nc1ccccc1)C1=NCC(C)(C)S1
-2.0	5.5	CN(C)S(=O)(=O)c1ccc(C(=O)Oc2coc(CSc3ncccn3)cc2=O)cc1
-1.6	5.5	CC1(C)CC2(CC(c3ccccc3)c3ccc(O)cc3O2)NC(=S)N1 (stereo not drawn)
-0.7	13.7	C=CCn1c(SCc2cc([N+](=O)[O-])cc3c2OCOC3)nc2cc(C(=O)O)ccc2c1=O
-2.5	3.5	O=C1CN(C(=O)CSc2nncn2-c2ccccc2)c2ccccc2N1
-0.8	1.5	COc1ccc(S(=O)(=O)N2CCOC23CCN(S(=O)(=O)c2ccc(F)cc2)CC3)cc1
-0.7	4.0	CC(C)c1nnc(NC(=O)CN(C)S(=O)(=O)c2ccc3c(c2)OCCO3)s1
-1.2	10.3	O=C(CSc1nc(-c2ccccc2)c(-c2ccccc2)o1)Nc1nnc(-c2ccccc2)s1
0.6	12.1	NNc1nc2sc3c(c2c(=O)n1Cc1ccccc1)CCC3
-1.7	5.5	CCN(CC(=O)NCc1cccs1)C(=O)COc1ccc(C(C)=O)cc1
-0.3	14.9	COc1ccc(-n2nnnc2SCC(=O)NC2CCCC2)cc1OC
1.0	3.9	O=C(NN=Cc1ccc(F)c(F)c1)c1ccc(NS(=O)(=O)c2cccs2)cc1
-1.4	12.4	Brc1ccc(/C=N/Nc2ccc3ccccc3n2)cc1
-0.3	6.6	O=C(CCc1nnc(C2CCCCC2)o1)NCCCOc1cccnc1
-0.7	-6.2	CCN(CC)CCOC(=O)c1ccc(Cl)cc1Cl
-1.9	170.9*	O=C1C(=O)c2ccccc2C([O-])=C1[n+]1ccccc1
-1.3	8.0	S=C(Nc1ccccc1)Nc1ccc(OCc2ccccc2)cc1
0.9	12.2	CCc1ccc(NC(=O)CSc2nnc(-c3cnccn3)n2Cc2ccco2)cc1

# (listing goes on)
STK33 kinase inh	OX1R FRET antag	SMILES
-2.8	21.1	Cc1nnc(-c2cccc(Br)c2)c2cn(-c3cccc(Br)c3)nc12
-1.5	4.8	CCOC(=O)CC(=O)Nc1c(C)cc(C)cc1C
-1.6	-3.5	CC(NC(=O)CCC(=O)NC(C)c1ccccc1)c1ccccc1 (stereo not drawn)
-2.8	8.8	CC(=O)c1nnn(-c2c(F)cccc2F)c1C
-0.4	-8.3	CC(C)c1ccc(C(=O)OCC(=O)NC2CCCC2)cc1
-0.7	22.9	COc1ccc(C(C(=O)NCc2ccccc2)N(Cc2ccco2)C(=O)c2snc(C(N)=O)c2N)cc1 (stereo not drawn)
-0.6	9.7	Cc1ccc2nc(SCn3nnc4ccccc4c3=O)[nH]c2c1
0.4	20.9	NNC(=O)c1nc[nH]c1C(=O)Nc1ccccn1
-1.2	5.0	Cc1cc(=O)oc2cc(OCC(=O)NC3CC(C)(C)NC(C)(C)C3)c(Cl)cc12
1.1	14.5	O=C1N(CN2CCN(Cc3ccccc3)CC2)c2ccccc2C12OCCCO2
0.8	11.8	O=C(c1cccnc1)N1CCCC(Nc2ccc(F)cc2)C1 (stereo not drawn)
1.3	19.7	O=C(NCC1CCCO1)c1cn(-c2ccccc2)nc1-c1ccc(F)cc1 (stereo not drawn)
3.5	26.3	O=C(c1cnn(C(=O)c2cccc(S(=O)(=O)N3CCOCC3)c2)c1)c1ccccc1O
-2.2	10.6	CCOc1ccccc1N(C)C(=O)C1CCN(S(=O)(=O)c2cccc3nonc23)CC1
0.2	11.9	CCc1c(C(=O)NC(C)C2CCCO2)csc1C (stereo not drawn)
-1.5	6.5	CC1CCN(C(=O)c2ccc(CNc3c(N4CCCC4)c(=O)c3=O)cc2)CC1
0.0	12.7	CS(=O)(=O)NCCCc1ccccc1
-9.6	16.2	O=C(CCN1CCN(CC(=O)Nc2ccccc2Cl)CC1)Nc1ccccc1F
-0.6	24.0	O=C(N/N=C/c1ccncc1)c1ccc(COc2cccc3cccnc23)cc1
-1.0	5.1	COC(=O)C1CCN(C(=O)COC(=O)c2cc(-c3ccccc3)nc3ccc(OC)cc23)CC1
